High-throughput results: PubChem, National Center for Advancing Translational Sciences (NCATS)
USP1-UAF1 inh: USP1/UAF1 (human) deubiquitinase inhibition | O94782 | recombinant USP1/UAF1, Ub-Rhodamine cleavage fluorescence | Potency, µM (titrated, usually from 57.1 µM), for the others: at the top dose activity change, negative = inhibition, hits mostly inhibitors | hit rate 0.23% among 390,000; further: potency means the concentration at half of the fitted maximal effect; on the % scale 0 is the no-effect control and ±100 the full control effect; nearly all actives have a fitted effect of over 60% in size; inactives centre near -12
Target sequence (O94782 whole entry, looked up): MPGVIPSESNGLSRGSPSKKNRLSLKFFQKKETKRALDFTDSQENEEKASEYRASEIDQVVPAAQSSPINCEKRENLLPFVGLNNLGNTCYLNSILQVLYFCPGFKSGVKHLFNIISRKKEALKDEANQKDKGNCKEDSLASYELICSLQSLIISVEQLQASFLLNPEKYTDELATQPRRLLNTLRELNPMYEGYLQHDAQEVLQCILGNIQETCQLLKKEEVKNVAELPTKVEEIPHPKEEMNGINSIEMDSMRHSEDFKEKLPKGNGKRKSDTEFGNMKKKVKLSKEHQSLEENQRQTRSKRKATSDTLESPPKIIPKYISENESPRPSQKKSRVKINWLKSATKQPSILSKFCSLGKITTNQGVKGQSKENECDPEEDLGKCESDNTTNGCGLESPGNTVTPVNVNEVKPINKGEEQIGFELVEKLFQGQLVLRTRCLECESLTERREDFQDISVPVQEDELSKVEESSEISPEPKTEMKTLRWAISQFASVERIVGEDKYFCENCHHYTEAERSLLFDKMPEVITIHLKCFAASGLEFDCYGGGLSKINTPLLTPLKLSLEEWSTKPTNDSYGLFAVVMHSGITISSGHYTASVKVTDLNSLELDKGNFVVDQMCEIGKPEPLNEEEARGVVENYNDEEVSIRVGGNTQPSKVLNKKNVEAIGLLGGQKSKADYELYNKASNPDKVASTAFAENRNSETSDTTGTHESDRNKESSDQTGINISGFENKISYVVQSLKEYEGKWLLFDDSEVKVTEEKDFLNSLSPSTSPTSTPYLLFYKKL
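USP1/UAF1 complex (1 nM) preincubated 15 min at room temperature with compound, then Ub-Rho substrate (150 nM final) added. Kinetic fluorescence at 480/540 nm over 6 reads at 60 s intervals; 50 mM HEPES pH 7.8, 0.5 mM EDTA, 0.1 mg/ml BSA, 1 mM TCEP, 0.01% Tween-20.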
PI4K2A inh: inhibitors of human PI4K2A. Q9BTU6. purified PI4K2A, ADP-Glo luminescence, 1 h; active compounds read low. activity change, negative = inhibition, % at 76.9 µM. hit rate 0.13% among 420,000. AID 1346378; in the data active means activity change below about -50%; inconclusive means mostly about -30% to -49%;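 further: -100% = wells without enzyme as full effect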
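Compounds are screened against recombinant PI4K2A using PI as substrate and ATP, the latter dispensed at 300 microM. Reactions run one hour at ambient temperature before ADP-Glo detection; full inhibition defined by wells lacking enzyme.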
HP1b chromo inh: blocks HP1-beta chromodomain binding to methylated histone tails | P83916 | AlphaScreen HP1-beta / biotin-H3K9me3 peptide binding | Potency, µM (series often up to 114 µM), inactives show at the highest dose activity change, negative = inhibition, usual class: inhibitors | hit rate 0.56% among 390,000; further: potency means the concentration at half of the fitted maximal effect; nearly all actives have a fitted effect of over 70% in size; inactives centre near 23
Target sequence (P83916 whole entry, looked up): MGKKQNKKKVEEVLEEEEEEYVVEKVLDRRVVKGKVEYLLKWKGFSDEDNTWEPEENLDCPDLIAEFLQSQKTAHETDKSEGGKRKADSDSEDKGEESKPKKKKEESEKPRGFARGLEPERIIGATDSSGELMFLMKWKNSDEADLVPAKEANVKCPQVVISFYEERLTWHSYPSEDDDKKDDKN
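Compound inhibition of the preformed complex between 50 nM HP1-beta and 50 nM biotinylated H3K9me3 peptide was read by AlphaScreen. Buffer was PBS pH 7.4 with 0.01% Tween-20. Incubations ran 30 min at room temperature, with 10 ug/mL donor/acceptor beads.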
mIDH1 inhibitor: blocks human mutant IDH1 R132H enzyme; O75874; IDH1-R132H enzyme, NADPH consumption, diaphorase/resazurin fluorescence; Potency, µM (top dose mostly 76.6 µM), for the others: at the highest dose activity change, negative = inhibition, usual class: inhibitors; hit rate 0.093% among 390,000; further: potency means the concentration at half of the fitted maximal effect; on the % scale 0 is the no-effect control and ±100 the full control effect; nearly all actives have a fitted effect of over 65% in size
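IDH1-R132H (0.5 ug/mL) preincubated 30 min with compound, then NADPH (0.016 mM) and alpha-KG (2 mM) added; 80 min at RT, pH 7.5. Remaining NADPH coupled via diaphorase/resazurin to fluorescence (540/590 nm); concentration-response curves normalized to no-enzyme control.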
TrxR1 substrate: is turned over as a substrate by rat TrxR1. O89049. purified TrxR1 substrate turnover, NADPH consumption readout. Potency, µM (series often up to 114 µM), for inactives: at the highest dose activity change, negative = substrate turnover. hit rate 0.01% among 390,000. AID 588456; further: potency means the concentration at half of the fitted maximal effect; on the % scale 0 is the no-effect control and ±100 the full control effect; nearly all actives have a fitted effect of over 50% in size
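Rat TrxR1, dispensed at 90 nM, was prereduced with 400 uM NADPH (final) for 5 min at ~22 deg C, then incubated with compound 15 min before 400 uM selenite. A first-read NADPH fluorescence drop versus no-compound background flagged substrates.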
Pin1 inhibitor: inhibitors of human Pin1 | AID 504891 | Potency, µM (doses to about 115 µM), for inactives: at the highest dose activity, negative = inhibition, most hits filed as inhibitors | hit rate 0.009% among 390,000 | Q13526 | Pin1 FP peptide displacement, HiFluor488, 10 min; active means well fitted inhibition curve with a large enough effect in the polarisation, with a control signal flat, not every such curve was filed as active; inconclusive means small, poorly fitted or top-dose-only effect, or effect the other way, or a change in a side signal; inactive means no such curve, though single readings can be large or run the other way; the % refers to the polarisation; further: potency means the concentration at half of the fitted maximal effect; on the % scale 0 is the no-effect control and ±100 the full control effect
GLS inh: glutaminase GLS (human) inhibition | O94925 | GLS enzymatic activity, qHTS titration | Potency, µM (series often up to 45.5 µM), for the others: at the highest dose activity change, negative = inhibition, usual class: inhibitors | hit rate 0.21% among 410,000; further: potency means the concentration at half of the fitted maximal effect; on the % scale 0 is the no-effect control and ±100 the full control effect
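hKGA; 45 mM KH2PO4 pH 8.2 + 0.02% Tween-20; cpd via pin tool; 1 mM Gln soln; GluOx/HRP/Amplex Red; RT 30 min; fluor. t0 & final.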
Tb PGK inh: blocks T. brucei phosphoglycerate kinase | PGK/GAPDH coupled, Kinase-Glo luminescence, 60 min | Potency, µM (top dose mostly 57.5 µM), without a hit: top-dose activity change, negative = inhibition, hits mostly inhibitors | hit rate 0.043% among 380,000; further: potency means the concentration at half of the fitted maximal effect; on the % scale 0 is the no-effect control and ±100 the full control effect; nearly all actives have a fitted effect of over 60% in size
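Recombinant glycosomal PGK reaction used 1,3-bisphosphoglycerate generated in-well by GAPDH (100nM final) in 100mM TEA pH 7.6, 5mM MgCl2, 0.01% Tween-20. After 60 minutes at room temperature, ATP was read by Kinase-Glo Plus luminescence end-point.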
rTrxR1 inhibitor: inhibitors of rat thioredoxin reductase 1; O89049; recombinant rTrxR1, NADPH fluorescence consumption, selenite substrate; Potency, µM (series often up to 114 µM), for the others: top-dose activity change, negative = inhibition, usual class: inhibitors; hit rate 1% among 390,000; AID 588453; further: potency means the concentration at half of the fitted maximal effect; on the % scale 0 is the no-effect control and ±100 the full control effect; nearly all actives have a fitted effect of over 65% in size
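Rat TrxR1 (90 nM in the dispensed reagent) was pre-reduced with 400 uM NADPH for 5 min at room temperature, then incubated with compound for 15 min. After 400 uM selenite was added, NADPH fluorescence (Ex 340/Em 450 nm) was followed for 8 min.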
Numbers without * were called inactive; i = inactive; ? = inconclusive; . = no result given; [ ] = another dose, or the depositor's remark. Unless noted, the call rests on the fitted dose curve; in most records, active means well fitted curve in the direction sought with a large enough effect; inconclusive means small, poorly fitted or top-dose-only effect, or another doubt; inactive means no such curve, though single readings can be large; an effect the other way counts as inactive or inconclusive. An excerpt; the hit share may differ from the screen's.

SMILES | USP1-UAF1 inh | PI4K2A inh | HP1b chromo inh | mIDH1 inhibitor | TrxR1 substrate | Pin1 inhibitor | GLS inh | Tb PGK inh | rTrxR1 inhibitor
O=C(NCCO)c1nc(NCCO)c2ccccc2n1 | -1% | -6 | 14% | 1% | 3% | 4% | 2% | 6% | 13%
CCOc1ccc(C(=O)NCC(=O)NNC(=O)C2COc3ccccc3O2)cc1OCC (centres undefined) | 2% | 2 | 26% | 1% | -7% | 9% | 14% | 13% | -11%
CCOc1cc2[nH]c(=O)n(CCCCC(=O)N3CCCCCC3)c(=O)c2cc1OCC | -12% | -1 | 31% | 0% | 34% | -10% | 1% | -6% | 4%
COc1ccc(-c2cn(CCO)c(-c3ccncc3)n2)cc1 | -12% | -4 | 34% | -6% | -1%[57.1 µM] | -3% | 0% | i | -4%[57.1 µM]
COc1ccccc1CNC(=O)c1ccc2nc(-c3ccccc3)c(-c3ccccc3)nc2c1 | 0% | -7 | 23% | -4% | 2%[57.1 µM] | 21% | 2% | -1% | 22%[57.1 µM]
CCN(CC)c1nc(N)c2c(N)nc3c(c2c1C#N)CC(c1ccccc1)O3 (centres undefined) | -12% | -2 | 37% | -2% | 38%[activator] | 11% | -1% | 0% | -3%
CCN(CC)CC(=O)N1c2ccccc2Sc2ccc(Cl)cc21 | -20% | -4 | 17% | 8% | 4% | -4% | -6% | 0% | 2%
Cc1c(NC(=O)CSc2nnc(C(C)Oc3ccc(Cl)cc3)n2-c2ccccc2)c(=O)n(-c2ccccc2)n1C (centres undefined) | -19% | -4 | 0% | 0% | 2% | -2% | -17% | 2% | 8%
COc1cc(C(=O)NCCCc2nc3ccccc3n2CC(C)C)cc(OC)c1OC | -10% | 3 | 10% | 0% | -4% | -1% | -3% | i | 11%
O=C(Nc1ccccc1)C1=C[C@@H](c2coc3ccccc3c2=O)C[C@@H](OCCCCO)O1 | -11% | 2 | 7% | -4% | 5% | -6% | 1% | -2% | 21%
O=S(=O)(c1ccc(N2CCOCC2)nc1)N1CCOCC1 | -6% | 2 | 25% | -1% | 9% | -1% | -1% | -5% | 20%
Cc1cc(C)c(C#N)c(SCC(=O)Nc2nnc(-c3ccccc3)s2)n1 | -22% | -3 | 55%[activator] | 0% | 35%[activator] | 13% | -7% | 3% | 30%
Cc1ccc2c(c1)c(Sc1ccccc1)c(CC(=O)O)n2C | -10% | 0 | 27% | 0% | -14% | -6% | 10% | -10% | -15%
CCn1c(CSc2nc3ccccc3s2)nnc1SCC(=O)c1ccc(Cl)cc1 | -4% | -9 | 8% | -2% | 1%[57.1 µM] | 56%[activator] | ? | -6% | 0%[57.1 µM]
COc1ccc(/C=N/n2cc(-c3ccc(OC)cc3)nc2N)cc1 | -30% | -2 | 9% | -1% | 2% | 2% | 0% | -5% | 3%
CN(C)S(=O)(=O)c1ccc(N2CCCC2)c(C(=O)Nc2nc(-c3ccc(F)c(F)c3)cs2)c1 | -19% | 5 | 17% | 0% | 6% | 9% | 1% | -9% | 13%
CCc1nc2oc3ccccc3c(=O)c2c(=O)n1CCOC | -5% | -5 | 5% | 2% | -5% | 1% | 5% | -1% | 2%
COc1ccc(NC(=O)c2cn(CC(C)C)c(=O)c3cc(OC)c(OC)cc23)cc1Cl | -9% | 0 | 27% | -3% | -1% | 0% | 7% | 8% | 24%
COCCn1c(SCC(=O)Nc2sccc2C(N)=O)nc2cc(Cl)ccc2c1=O | -11% | 5 | 15% | -2% | 2%[57.1 µM] | 43%[activator] | 1% | -7% | 15%[57.1 µM]
COc1cccc(OC)c1C(=O)N1CCN(Cc2c[nH]c3ccccc23)CC1 | -24% | 7 | . | -6% | . | . | 5% | -3% | .
CCN(CC)S(=O)(=O)c1ccc2oc(C(=O)Nc3cc(C)ccc3OC)c(C)c2c1 | -2% | -4 | 28% | 3% | 1%[57.1 µM] | 9% | 0% | -5% | 18%[57.1 µM]
Cc1oc2c(c(C)cc3oc(=O)c(CC(=O)NCCc4ccc(Cl)cc4)c(C)c32)c1C | 13% | -2 | 3% | 43%[activator] | 6% | -6% | -12% | i | 27%
Cc1nc(NC(=S)NC(=O)c2ccccc2)sc1C(=O)N(C)C | -4% | 7 | 6% | 0% | -5%[57.1 µM] | -11% | -6% | -2% | -4%[57.1 µM]
COc1cccc(N2C(=O)CC(Sc3nc(C)cc(C)n3)C2=O)c1 (centres undefined) | -7% | -3 | 39% | 6% | -8% | -2% | 21% | -2% | 15%[57.1 µM]
CCCCCC1CC1C(=O)N/N=C/c1ccc(N(C)C)cc1 (centres undefined) | -26% | 6 | ? | 0% | 16% | 5% | 15% | -5% | -14%
(next part)
SMILES | USP1-UAF1 inh | PI4K2A inh | HP1b chromo inh | mIDH1 inhibitor | TrxR1 substrate | Pin1 inhibitor | GLS inh | Tb PGK inh | rTrxR1 inhibitor
CCOc1ccc(NS(=O)(=O)c2ccc(C(=O)NCC(c3ccccc3OC)N3CCCC3)cc2)cc1 (centres undefined) | -11% | 0 | 24% | 0% | -4%[57.1 µM] | 1% | 13% | 1% | 21%[57.1 µM]
COc1cc(OC)c(OC)cc1CN1CCN(c2ccc(F)cc2)CC1 | -5% | -9 | ? | 1% | 8%[57.1 µM] | -8% | -1% | 3% | 19%
CCN(C(=O)COC(=O)C1CCN(S(=O)(=O)c2ccc3c(c2)OCCO3)CC1)C1CCS(=O)(=O)C1 (centres undefined) | -8% | -2 | 12% | -3% | 3% | -9% | 4% | -4% | 13%
O=S(=O)(c1ccccc1)N1CCN=C1SCc1cccnc1 | -3% | 0 | 13% | 12% | 1% | 3% | -8% | 9% | 5%
Cc1nc([N+](=O)[O-])c(C(=O)OCc2ccc(C#N)cc2)n1C | -13% | -5 | 25% | 3% | -5%[57.1 µM] | -8% | -8% | i | 16%[57.1 µM]
CC(C)c1ccc(NCCC(=O)c2cccs2)cc1 | -14% | -4 | -17% | 6% | -4% | -1% | 0% | -6% | 2.8µM*
COc1ccc(CCNc2ncnc3c2oc2ccccc23)cc1OC | 3% | -4 | 8% | 8% | 4% | 0% | 0% | i | 4%
O=C(CCn1c(=O)oc2ccccc21)NCCCN1CCN(c2ccc(F)cc2)CC1 | -18% | -2 | 29% | 3% | 0% | ? | . | 0% | -4%
COC(=O)C1CSC(C)(C)C(=O)N1 (centres undefined) | -19% | -5 | 54%[activator] | 0% | 8% | 2% | -12% | i | 28%
Cc1[nH]c(=S)c(C#N)c(C)c1CC(=O)c1ccc(Br)cc1 | -10% | -2 | 45%[activator] | -2% | -2%[11.4 µM] | -6% | -17% | -5% | -16%
CCOC(=O)/C=C1\SCC(=O)N1CC(=O)NCCOC | -11% | -1 | 9% | 0% | 2% | 12% | 5% | 12% | 6%
COc1ccccc1Nc1sc(C(=O)c2ccc3c(c2)OCO3)c(N)c1S(=O)(=O)c1ccccc1 | -23% | 0 | 26%[57 µM] | -12% | -2%[57.1 µM] | 14% | -7% | i | 16%[57.1 µM]
COC(=O)NC(=S)Nc1ccc(Oc2ccc(Cl)cc2)c(Cl)c1 | 7% | -1 | 18% | 2% | 5% | 4% | 19% | -6% | 8%
O=C(CSc1nc(-c2ccc(F)cc2)cc(C(F)(F)F)n1)NCc1ccco1 | -16% | -2 | ? | 4% | -2% | 3% | -28% | i | 6%
CN(C)CCCSc1nc(-c2ccccc2)nc2c1CCC2 | -20% | -2 | 33% | 3% | 0% | 5% | -1% | . | -5%
O=C1/C(=C/c2ccc(F)cc2)SC(=S)N1Nc1ncc(C(F)(F)F)cc1Cl | -15% | 7 | -5% | -5% | -3% | -22% | 5% | 1% | -12%
O=C(Nc1ccc(OCc2ccccc2)cc1)Nc1ccccc1C(=O)NCCCN1CCOCC1 | -14% | -5 | 9% | 0% | -7% | -3% | -5% | ? | 18%
O=C(C1CCN(S(=O)(=O)c2ccccc2)CC1)N1CCN(c2ccccc2F)CC1 | -8% | 4 | 14% | 1% | 3% | 6% | -1% | -1% | 16%
Cc1ccc(NC(=O)C2CCCN2C(=O)NC2CCCCC2)cc1 (centres undefined) | -9% | -15 | 37% | -4% | 4% | 3% | -3% | 10% | 14%
COc1cccc2c1C(=O)CC2NC(=O)C(F)(F)F (centres undefined) | -11% | 4 | 19% | 5% | 5% | -14% | -7% | -7% | -7%[57.1 µM]
Cc1ccc(C)c(S(=O)(=O)N2CCN(CC(=O)NC(C)c3ccccc3)CC2)c1 (centres undefined) | -13% | -11 | 24% | 21% | 5% | -4% | 4% | -8% | 2%
CC1CCCN(S(=O)(=O)c2cc(C(=O)NCc3ccco3)ccc2Cl)C1 (centres undefined) | -24% | 2 | 6% | -5% | -3% | 0% | 0% | -3% | ?
CN1CCN(CCC(=O)N/N=C/c2cc([N+](=O)[O-])ccc2O)CC1 | -13% | -2 | 22% | 2% | -21% | -1% | 11% | -3% | -22%
COc1ccc(NC(=O)N2CCN(C(=O)C(Cc3ccc(F)cc3)NC(C)=O)CC2)cc1 (centres undefined) | -24% | 4 | 12% | 2% | 11% | 3% | 2% | -3% | 7%[57.1 µM]
